Bioassay records from PubChem BioAssay.
MrgX1 agonist = agonists of human MrgX1 receptor, primary screen, HEK293 cells, Fluo-4 calcium flux. B-score at 10 µM. hit rate 0.44% among 310,000. Fluo-4 calcium fluorescence, agonist mode; hits give high values. Mas-related G-protein coupled receptor member X1 (Homo sapiens), Q96LB2;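 active = calcium response B-score plate-corrected fluorescence ratio at least 3 library SD, with starting fluorescence B-score inside 5 SD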
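System: HEK293 cells stably expressing human MrgX1 receptor; Dosing: test compound in the initial addition of three; Schedule: overnight plating, then 30 min 37 °C plus 30 min room-temperature dye loading; Detection: kinetic calcium dye fluorescence, Fluo-4 NW; Controls: per-plate positive and negative controls for Z′ factor.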
hERG rescue = hERG rescue from dofetilide block, primary screen, cell-based, CHO-hERG, FluxOR thallium flux, dofetilide IC70; dofetilide IC70 present; activation (rescue from dofetilide block), less the hit threshold, % at 10 µM; hit rate 0.51% among 310,000; AID 1511, 2009;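 active = activation above the mean of controls blocked by dofetilide plus 5 SD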;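 note: thallium influx through hERG after potassium depolarization seen as dye fluorescence rise; in these data hits start at about 4.7%; inactives centre near -7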
MrgX1 PAM = positive allosteric modulators of MrgX1, primary screen, HEK293 cells, Fluo-4 calcium flux; Mas-related G-protein coupled receptor member X1 (Homo sapiens), Q96LB2; B-score at 10 µM; FDSS; hits give high values; hit rate 0.63% among 310,000;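 active = plate-corrected calcium response at least 3 library SD above typical, normal starting fluorescence, not activating the receptor alone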;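 note: compound read alongside a low EC10 to EC30 dose of BAM8-22 agonist; peak minus trough fluorescence over baseline measured at the second addition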
TMEM16A inh = TMEM16A chloride channel inhibitors, primary screen, cell-based, HTS | HEK293 TMEM16A/YFP iodide influx fluorescence, ionomycin | normalized B-score (activity score, 25-100; higher = stronger inhibition) at 10 µM | hit rate 1.2% among 310,000 | AID 588511, 2011;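 active = ratio plate-corrected score three or more library SD toward inhibition, starting fluorescence score within five deviations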;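 note: score derived from kinetic fluorescence span divided by baseline fluorescence per well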
Target sequence (Q8BHY3 whole entry, looked up): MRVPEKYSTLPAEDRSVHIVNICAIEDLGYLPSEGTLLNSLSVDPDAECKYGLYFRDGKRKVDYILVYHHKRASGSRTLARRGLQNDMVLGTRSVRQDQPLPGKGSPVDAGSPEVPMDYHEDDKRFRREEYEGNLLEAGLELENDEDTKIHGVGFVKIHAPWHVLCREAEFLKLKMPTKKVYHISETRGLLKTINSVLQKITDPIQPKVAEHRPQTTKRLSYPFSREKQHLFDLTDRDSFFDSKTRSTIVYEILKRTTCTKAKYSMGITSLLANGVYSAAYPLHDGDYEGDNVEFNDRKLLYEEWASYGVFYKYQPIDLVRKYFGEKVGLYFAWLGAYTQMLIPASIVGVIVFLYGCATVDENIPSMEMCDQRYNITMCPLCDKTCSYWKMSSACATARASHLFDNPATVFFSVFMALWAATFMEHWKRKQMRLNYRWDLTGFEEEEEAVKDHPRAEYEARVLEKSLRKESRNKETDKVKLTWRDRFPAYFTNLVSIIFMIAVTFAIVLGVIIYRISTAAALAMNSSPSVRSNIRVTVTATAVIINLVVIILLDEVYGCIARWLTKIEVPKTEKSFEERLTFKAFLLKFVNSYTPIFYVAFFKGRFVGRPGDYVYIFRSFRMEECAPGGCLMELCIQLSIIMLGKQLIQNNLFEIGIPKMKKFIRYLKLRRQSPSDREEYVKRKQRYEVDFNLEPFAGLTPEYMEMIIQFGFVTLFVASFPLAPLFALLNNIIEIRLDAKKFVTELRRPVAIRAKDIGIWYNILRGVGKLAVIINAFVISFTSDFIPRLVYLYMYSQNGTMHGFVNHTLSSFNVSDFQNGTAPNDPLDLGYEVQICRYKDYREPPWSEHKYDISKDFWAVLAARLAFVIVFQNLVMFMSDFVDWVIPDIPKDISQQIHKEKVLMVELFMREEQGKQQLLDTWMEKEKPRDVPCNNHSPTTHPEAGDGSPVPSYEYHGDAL
KCNQ1 pot = potentiators or activators of KCNQ1 channel, primary screen, cell-based, thallium flux, high-throughput; CHO-K1 KCNQ1, thallium flux FluxOR fluorescence; hits give high values; hit rate 0.35% among 310,000; B-score at 10 µM; AID 2648, 2010;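 active = fluorescence ratio B-score, a plate-corrected score, at least three library SD, with initial intensity B-score within 5 SD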
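Doses: Single concentration per compound, DMSO matched to controls | Test system: KCNQ1-transfected CHO-K1 cells | Timing: 90 min dye loading and 20 min compound exposure, both at room temperature | Measured by: Kinetic FluxOR thallium fluorescence, 10-s 1-Hz baseline, 110-s post-stimulus read | Medium: Assay buffer with matched DMSO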
KCNK3 block = human KCNK3 channel inhibitors, primary screen, CHO cells, FluxOR thallium flux, B-score; FluxOR fluorescence; hits give low values; B-score at 10 µM; hit rate 0.84% among 340,000;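 active = B-score under library mean minus 4 SD, starting fluorescence ratio at most library mean plus 5 SD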;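 note: more negative B-score means stronger inhibition of thallium flux through KCNK3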
ANO1 activ = TMEM16A chloride channel activators or potentiators, primary screen, cell-based, HTS; Anoctamin-1 (Mus musculus), Q8BHY3; HEK293 TMEM16A/YFP-H148Q/I152L, iodide quench fluorescence; hits give low values; B-score at 10 µM; hit rate 0.3% among 340,000; AID 623877, 2012;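 active = fluorescence-ratio B-score plate-corrected deviation score at least 3 library SD below zero, with starting fluorescence score within 5 deviations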;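 note: channel opened by trigger with iodide after compound preincubation; score built on the fluorescence ratio of max minus min over baseline; more negative score means more quench and so TMEM16A activation or potentiation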
RGS4 act = RGS4 potentiators or activators, primary screen, cell-based, HEK293 M3R inducible RGS4, calcium flux. carbachol calcium flux Fluo4; hits give low values. B-score at 10 µM. hit rate 0.92% among 310,000;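 active = B-score of the integrated calcium signal more than 4 SD below the library mean, with starting fluorescence not abnormally high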;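 note: negative B-score means reduced calcium response which marks RGS4 activation or potentiation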
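Assay system: HEK293 FlpIn-TREx cells, stable M3R, doxycycline-inducible RGS4 / Probe or stimulus: carbachol, ECmax concentration / Times: overnight RGS4 induction, 30 min dye load 37 °C, 20 min compound RT / Signal: kinetic calcium fluorescence imaging with Fluo4-AM dye, 2 µM / Measure: Agonist-evoked peak-minus-minimum fluorescence over baseline, integrated ratio, B score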
KCNQ1 block = inhibitors of human KCNQ1 channel, primary screen, cell-based, thallium flux, high-throughput; hit rate 1.3% among 310,000; CHO-K1 KCNQ1, FluxOR thallium flux fluorescence; hits give high values; B-score at 10 µM;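 active = compounds whose thallium flux B-score, printed positive for inhibition, exceeds three library SD while starting fluorescence stays within three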;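 note: channel opened by potassium depolarization with thallium stimulus after 20 min compound exposure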
RGS4 block = RGS4 inhibitors, primary screen, cell-based, HEK293 M3R inducible RGS4, calcium flux; Regulator of G-protein signaling 4 (Homo sapiens), P49798; Fluo-4 calcium flux; hits give high values; triggered by carbachol at its EC20; B-score at 10 µM; hit rate 0.45% among 310,000;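 active = B-score, a plate-corrected calcium signal, over three deviations above library mean, with baseline fluorescence within five deviations of library mean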;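 note: RGS4 expression induced by doxycycline in cells with stable M3 receptor; B-score is computed from the integrated fluorescence ratio over baseline after carbachol; higher B-score means a larger calcium signal and so more RGS4 inhibition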
KCNK9 block = KCNK9 potassium channel inhibitors, primary screen, HEK293 cells, thallium flux | B-score at 10 µM | AID 488922, 2010 | hit rate 1.2% among 310,000 | FluxOR thallium flux fluorescence; hits give low values;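 active = ratio B-score over 3 SD below the library mean, with starting fluorescence within 5 SD of its mean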;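 note: negative B-score means less thallium flux so channel inhibition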
* marks the source's active call; other numbers are inactive results; i = inactive; · = no result given. Not a hit list. Share with any hit: about 6.3%.

SMILES | MrgX1 agonist | hERG rescue | MrgX1 PAM | TMEM16A inh | KCNQ1 pot | KCNK3 block | ANO1 activ | RGS4 act | KCNQ1 block | RGS4 block | KCNK9 block
O=S(=O)(c1ccc(NC(=S)NN=C(Cc2ccccc2)Cc2ccccc2)cc1)N1CCOCC1 | i | -5 | i | i | i | i | i | i | i | i | i
CC(=O)N/N=C/c1ccccc1OCCOc1cccc(C)c1 | i | -3 | i | i | i | i | i | i | i | i | i
O=[N+]([O-])c1ccc(N=Nc2ccc(O)cc2O)cc1 | i | -19 | i | 100* | i | i | i | i | i | i | i
CCC(=O)NNc1ncnc2c1cnn2C | i | -20 | i | i | i | i | i | i | i | i | i
N=C(N)c1ccc(N)cc1 | i | · | i | i | · | i | i | · | · | · | ·
C/C(=N/Nc1ncc(C(F)(F)F)cc1Cl)c1ccncc1 | i | -5 | i | i | i | i | i | i | i | i | i
COc1ccc(Br)cc1C(=O)NC(=S)Nc1ccc2[nH]c(=O)[nH]c2c1 | i | -3 | i | i | i | i | i | i | i | i | i
C=CCN(c1ccccc1)S(=O)(=O)c1cccc(C(=O)Nc2cccc(C)n2)c1 | i | -11 | i | i | i | i | i | i | i | i | i
Cc1cccc2nc(CSc3nncn3-c3ccccc3)cn12 | i | -11 | i | i | i | i | i | i | i | i | i
COc1ccc(NC(=O)C2CCN(c3nc(C)nc4c3CCC4)CC2)cc1 | i | -14 | i | i | i | i | i | i | i | i | i
CCn1cc(C(=O)NCc2cccnc2)c(=O)c2cc(F)c(N3CCN(C(=O)c4ccco4)CC3)cc21 | i | -13 | i | i | i | i | i | i | i | i | i
COc1cc(/C=C2\N=C(c3ccccc3)NNC2=O)cc(OC)c1OC | i | -5 | i | i | i | i | i | i | i | i | i
COC(=O)CC1COc2ccccc2N1S(=O)(=O)c1ccc(OC)cc1 (centres undefined) | i | -6 | i | i | i | i | i | i | i | i | i
Cc1cccn2c(=O)c(/C=N/O)c(NCc3ccccc3)nc12 | i | -10 | i | i | i | i | i | i | i | i | i
COc1ccc(S(=O)(=O)N(C(=O)c2ccncc2)c2ccc(OC(=O)c3ccncc3)cc2)cc1 | i | -10 | i | i | i | i | i | i | i | i | i
CS(=O)(=O)N(CC(=O)NCc1ccco1)c1cc(C(F)(F)F)ccc1Cl | i | 0 | i | i | i | i | i | i | i | i | i
O=C(CN(Cc1ccccc1)S(=O)(=O)c1ccccc1)N1CCOCC1 | i | -10 | i | i | i | i | i | i | i | i | i
COC(=O)c1sccc1NC(=O)CCC1CCCC1 | i | -6 | i | i | i | i | i | i | i | i | i
Cc1cc(N2C(=O)C3CC=CCC3C2=O)cc(C)c1Br (centres undefined) | i | -6 | i | i | i | i | i | i | i | i | i
Cc1c(OC(C)C(=O)NCC2CCC(C(=O)O)CC2)ccc2c(-c3ccccc3)cc(=O)oc12 (centres undefined) | i | -5 | i | i | i | i | i | i | i | i | i
Cc1ccc(C2(c3ccc(C)cc3)NC(=O)N(Cc3c(C)noc3C)C2=O)cc1 | i | -13 | i | i | i | i | i | i | i | i | i
O=C(CCN1C(=O)c2ccccc2C1=O)C1=NN[C@@H]2C(=O)N(c3ccc(F)cc3)C(=O)[C@H]12 | i | -6 | i | i | i | i | i | i | i | i | i
Cc1csc(NC(=O)NCC2CCCC(CNC(=O)Nc3nc(C)cs3)C2)n1 (centres undefined) | i | -7 | i | i | i | i | i | i | i | i | i
NC(=O)Cn1c(=O)n(CCC(=O)NCCSCc2ccccc2)c(=O)c2ccccc21 | i | -15 | i | i | i | i | i | i | i | i | i
Cc1cc(C)cc(C(=O)NC2CC(C)(C)NC(C)(C)C2)c1 | i | -5 | i | i | i | i | i | i | i | i | i
COc1cc(/C(C)=N\NC(=O)CSc2nc3ccccc3n2C)ccc1O | i | -8 | i | i | i | i | i | i | i | i | i
NC(=O)Cn1cc(C(=O)c2cccs2)c2ccccc21 | i | -7 | i | i | i | i | i | i | i | i | i
CC(Oc1ccccc1)c1ccnc2nc(N3CCOCC3)nn12 (centres undefined) | i | -12 | i | i | i | i | i | i | i | i | i
CCCNC(=O)c1cccc(Br)c1 | i | -6 | i | i | i | i | i | i | i | i | i
O=c1nc2ccccc2c2n1CC(CN1CCN(c3ccc(F)cc3)CC1)N2 (centres undefined) | i | -20 | i | i | i | i | i | i | i | i | i
Cc1cc(C)cc(OCC(O)CN2CC(C)OC(C)C2)c1 (centres undefined) | i | -6 | i | i | i | i | i | i | i | i | i
CCCCCCCCCc1nc2sc3c(c2c(=O)n1NC(=O)c1ccc([N+](=O)[O-])cc1)CC(C)(C)OC3 | i | -10 | i | i | i | i | i | i | 7* | i | i
COc1cc(NC(=O)CSc2nnc3c(n2)[nH]c2ccc(S(=O)(=O)NC(C)C)cc23)cc(OC)c1OC | i | -16 | i | i | i | i | i | i | i | i | i
CN(C)CCCn1c(N)c(C#N)c2nc3ccccc3nc21 | i | -8 | i | i | i | i | i | i | i | i | i
O=C1N(Cc2cccnc2)C[C@@H]2C[C@@H](c3cccc(Oc4ccccc4)c3)N3CCC[C@@]123 | i | -9 | i | i | i | i | i | i | i | i | i
COc1ccc(-c2n[nH]c(C)c2-c2ccc(Cl)cc2)c(O)c1 | i | -15 | i | i | i | i | i | i | i | i | i
Cn1c2ccccc2c2cc(/C=N/NC(=O)c3cc(O)cc(O)c3)ccc21 | i | -7 | i | i | i | i | i | -7.2* | i | i | i
C=C(C)C1CC=C(C)/C(=N/NC(=O)COc2ccccc2Cl)C1 (centres undefined) | i | -9 | i | i | i | i | i | i | i | i | i
CN1CCN(c2nc(-c3ccccc3)nc(-c3ccc(F)cc3)c2C#N)CC1 | i | -9 | i | i | i | i | i | i | i | i | i
CCOc1ccc(-c2c(C(=O)N/N=C/c3ccc(C)o3)nnn2-c2nonc2N)cc1 | i | -6 | i | i | i | i | i | i | i | i | i
Cc1ccc(N=Nc2c(O)[nH]c3ccc(F)cc23)cc1 | i | -3 | i | i | i | i | i | i | i | i | i
O=C1c2cccc3cccc(c23)C(=O)N1c1ccccc1Cl | i | -7 | i | i | i | i | i | i | i | i | i
CC(=O)Nc1ccc(NC(=O)COC(=O)c2ccccc2SCC(=O)N2CCCC2)cc1 | i | -18 | i | i | i | i | i | i | i | i | i
CC(C)COc1nc2ccccc2c(=O)n1OCC(=O)O | i | -4 | i | i | i | i | i | i | i | i | i
O=Cc1cnc(N2CCN(Cc3ccccc3)CC2)s1 | i | -16 | i | i | i | i | i | i | i | i | i
Cn1c(=O)c(C(=O)NNC(=O)c2ccc(Br)cc2)c(O)c2ccccc21 | i | -21 | i | i | i | i | i | i | i | i | i
O=C(COC(=O)c1cccc(C(F)(F)F)c1)NCc1ccc(Cl)cc1 | i | 1 | i | i | i | i | i | i | i | i | i
O=C(Nc1ccccc1Cl)c1ccc2ccccc2c1 | i | -11 | i | i | i | i | i | i | i | i | i
c1cc(-c2ccncc2)ccn1 | i | -5 | i | i | i | i | i | i | i | i | i
CCOC(=O)/C=C1\CC(=O)Nc2cc(C)c(C)cc2N1 | i | -11 | i | i | i | i | i | i | i | i | i

Full records, quoted from the list. Order of screens: MrgX1 agonist	hERG rescue	MrgX1 PAM	TMEM16A inh	KCNQ1 pot	KCNK3 block	ANO1 activ	RGS4 act	KCNQ1 block	RGS4 block	KCNK9 block
O=C1c2cccc3cccc(c23)C(=O)N1c1ccccc1Cl as listed: i	-7	i	i	i	i	i	i	i	i	i
Cn1c(=O)c(C(=O)NNC(=O)c2ccc(Br)cc2)c(O)c2ccccc21 as listed: i	-21	i	i	i	i	i	i	i	i	i
O=C(Nc1ccccc1Cl)c1ccc2ccccc2c1 as listed: i	-11	i	i	i	i	i	i	i	i	i
c1cc(-c2ccncc2)ccn1 as listed: i	-5	i	i	i	i	i	i	i	i	i

(next part)
SMILES | MrgX1 agonist | hERG rescue | MrgX1 PAM | TMEM16A inh | KCNQ1 pot | KCNK3 block | ANO1 activ | RGS4 act | KCNQ1 block | RGS4 block | KCNK9 block
CN(CC(=O)NC1CCN(Cc2ccccc2)CC1)S(=O)(=O)c1ccc2c(c1)c(=O)n(C)c(=O)n2C | i | -5 | i | i | i | i | i | -9.4* | i | i | i
CC(C)(C)c1ccc(C(=O)N2CCN(c3ccc(N4CCOCC4)nn3)CC2)cc1 | i | -14 | i | i | i | i | i | i | i | i | i
CCOC(=O)c1c(C)[nH]c(C)c1C(=O)COC(=O)/C=C/c1ccc(Cl)cc1 | i | -7 | i | i | i | i | i | i | i | i | i
CC(C)c1ccc(C2/C(=C(/O)c3ccc(F)cc3)C(=O)C(=O)N2CCCN2CCOCC2)cc1 (centres undefined) | i | -8 | i | i | i | i | i | i | i | i | i
C=CCNc1ncnc2ccccc12 | i | -1 | i | i | i | i | i | i | i | i | i
COc1cccc(CC(=O)OC(C)C(=O)Nc2ncc(Cl)cc2Cl)c1 (centres undefined) | i | -11 | i | i | i | i | i | i | i | i | i
COc1ccccc1NC(=S)N(Cc1cccs1)C1CCCC1 | i | -2 | i | i | i | i | i | i | i | i | i
COC(=O)Cn1cc(C(=O)C2CC2)c2ccccc21 | i | · | i | i | · | i | i | · | · | · | ·
